TDP1 block = blocks human tyrosyl-DNA phosphodiesterase 1; 350,000 tested, 0.28% active; Potency, µM (doses to about 130 µM), without a hit: top-dose activity change, negative = inhibition, usual class: inhibitors; AID 485290; recombinant TDP1, AlphaScreen DNA substrate cleavage; Q9NUW8; note: nearly all actives have a fitted effect of over 40% in size
Target sequence (Q9NUW8 whole entry, looked up): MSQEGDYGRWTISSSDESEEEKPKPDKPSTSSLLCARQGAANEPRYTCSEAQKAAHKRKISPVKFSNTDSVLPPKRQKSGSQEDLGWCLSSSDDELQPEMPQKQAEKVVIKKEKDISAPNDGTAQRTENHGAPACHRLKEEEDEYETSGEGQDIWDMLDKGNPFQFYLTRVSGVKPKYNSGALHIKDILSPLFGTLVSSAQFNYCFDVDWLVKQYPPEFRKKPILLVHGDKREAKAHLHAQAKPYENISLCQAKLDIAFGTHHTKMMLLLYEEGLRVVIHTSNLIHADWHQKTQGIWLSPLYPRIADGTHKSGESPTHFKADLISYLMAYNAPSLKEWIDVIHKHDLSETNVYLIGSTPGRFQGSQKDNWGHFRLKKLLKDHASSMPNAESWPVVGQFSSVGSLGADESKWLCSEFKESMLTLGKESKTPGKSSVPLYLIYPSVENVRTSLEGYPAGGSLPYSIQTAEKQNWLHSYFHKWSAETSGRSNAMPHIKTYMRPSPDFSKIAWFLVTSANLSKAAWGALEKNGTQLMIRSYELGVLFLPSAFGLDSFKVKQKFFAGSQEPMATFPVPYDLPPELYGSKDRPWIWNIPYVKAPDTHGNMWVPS
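Compounds were preincubated with Tdp1 (1 nM final) for 15 min at room temperature before substrate (15 nM final) started a 5 min reaction; beads (10 ug/ml final) were then added for 10 min before AlphaScreen detection.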
N370S GC = N370S glucocerebrosidase modulation, Gaucher chaperone candidate | Potency, µM (doses to about 59.4 µM), for inactives: at the highest dose activity change, negative = inhibition, usual class: inhibitors | P04062 | AID 2101 | 330,000 tested, 0.092% active | N370S GC spleen homogenate, 4MU-glucoside fluorescence;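 note: 0% = full enzyme activity and -100% = no enzyme basal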
FEN1 inhibitor = human FEN1 inhibition. Recombinant FEN1 flap cleavage, fluorescence, 15 min. 390,000 tested, 0.35% active. Potency, µM (top dose mostly 114 µM), for the others: top-dose activity change, negative = inhibition, most hits filed as inhibitors. P39748. AID 588795; note: nearly all actives have a fitted effect of over 65% in size
Target sequence (P39748 whole entry, looked up): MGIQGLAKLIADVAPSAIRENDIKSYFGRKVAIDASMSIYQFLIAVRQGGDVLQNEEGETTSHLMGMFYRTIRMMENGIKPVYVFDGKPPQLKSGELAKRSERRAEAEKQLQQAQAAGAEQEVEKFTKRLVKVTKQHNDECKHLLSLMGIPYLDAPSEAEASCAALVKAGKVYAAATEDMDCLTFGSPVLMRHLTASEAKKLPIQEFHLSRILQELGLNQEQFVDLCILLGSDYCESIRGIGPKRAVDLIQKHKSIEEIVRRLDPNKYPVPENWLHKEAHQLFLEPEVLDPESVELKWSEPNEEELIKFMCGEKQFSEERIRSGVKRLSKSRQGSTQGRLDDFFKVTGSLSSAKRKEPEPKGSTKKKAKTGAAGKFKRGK
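In this screen, 50 nM flap DNA substrate was added to 10 nM FEN1 pretreated with compound for 15 min at room temperature; cleavage was followed with reads at 0 and 15 min, and Hill fitting gave concentration–response parameters.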
* hit, by the source's call; ? = inconclusive; · = no result given; & = joins results of further samples; [ ] = another dose, or the depositor's remark. Calls come from the whole dose curve; as a rule, active = well fitted curve in the direction sought with a large enough effect; inconclusive = small, poorly fitted or top-dose-only effect, or another doubt; inactive = no such curve, though single readings can be large; an effect the other way counts as inactive or inconclusive. Unless noted, % is set by controls: 0 for no effect and ±100 for the full control effect; potency is the fitted concentration of half-maximal effect.

Values run as follows: TDP1 block	FEN1 inhibitor	N370S GC
- Cc1ccc(-n2c(C)nnc2SCC(=O)N(C)c2c(N)n(Cc3ccccc3)c(=O)[nH]c2=O)cc1
→ 1%	-12%	·
- CC1CCCN(C(=O)C2CCCN(S(=O)(=O)c3cccc4nsnc34)C2)C1 (stereo not drawn)
→ 0%	-14%	3%
- Cc1ccc(CC(=O)N2CCN(c3cccc(C(F)(F)F)c3)CC2)cc1
→ 0%	-16%	-8%
- CCCSc1nnc(-c2c[nH]c3ccccc23)n1C
→ 5%	-2%	0%
- COc1oc(=O)c2cc(N)ccc2c1Cl
→ 21%	·	-2%
- CC(OC(=O)CCC1CCCCC1)C(=O)Nc1ccc(S(N)(=O)=O)cc1 (stereo not drawn)
→ -4%	-6%	-7%
- C=CCSc1nc2c(cnn2-c2ccc(C)c(C)c2)c(=O)[nH]1
→ -4%	-4%	0%
- Cc1ccc(F)c(NC(=S)Nc2cccc3ccccc23)c1
→ 3%	·	-3%
- Nc1nccc(-c2cccs2)n1
→ -3%	1%	-12%
- C=CCSc1nc2sc(C)c(C)c2c(=O)n1N
→ 3%	2%	?
- O=C(CN1CCN(c2ccccc2O)CC1)NC(=O)NCc1ccco1
→ -5%	-3%	-1%
- CCCCN(C)C(=O)c1ccc2c(c1)N(Cc1cccc(Cl)c1)C(=O)c1ccccc1S2=O (stereo not drawn)
→ 6%	2%	·
- COc1ccc(Cl)cc1NC(=O)c1ccc(CN2C(=O)CCn3nc(C)cc32)cc1
→ 6%	1%	·
- CCOc1ccc(N2CC(c3nc4ccccc4n3CCCOc3ccc(OC)cc3)CC2=O)cc1 (stereo not drawn)
→ 4%	-15%	·
- Cc1cccc(NC(=S)N(Cc2cccs2)Cc2cc3cc(C)ccc3[nH]c2=O)c1
→ 3%	-3%	-7%
- COc1cc(C(O)CO)ccc1O (stereo not drawn)
→ 6%[56.1 µM]	-11%	0%&-1%
- COc1ccc(NC2CCCN(C(=O)c3ccc(C(C)=O)s3)C2)cc1 (stereo not drawn)
→ 5%	1%	-11%
- O=C(O)c1cc2nc(-c3ccc(F)cc3)cc(C(F)(F)F)n2n1
→ 2%	5%	4%
- CCOc1cc(S(=O)(=O)N2CCCC2)c(C)cc1C
→ ?	-9%	10%
- COc1ccc(OC)c(-c2noc(N3CCN(c4cccc(C)c4C)CC3)n2)c1
→ -5%	11%	·
- COc1ccc(/C=N/N2C(=O)CSC2=S)cc1Br
→ ·	-30%	2%
- CC(=O)Nc1ccc(NC(=O)c2ccc3c(c2)NC(=O)c2ccccc2S3)cc1
→ -1%	-5%	·
- Cc1ccc(C2=CC(c3ccc(Cl)cc3)n3nc(-c4ccc(C)cc4)nc3N2)cc1 (stereo not drawn)
→ 4%	-7%	·
- CCN(CC(=O)NCc1ccc(F)cc1)CC(=O)NC1CCCC1
→ 3%[0.0935 µM]	18%	-8%
- Cc1ccc(S(=O)(=O)N(C)C)cc1NC(=O)COC(=O)/C=C/c1cccs1
→ 5%	-1%	1%
- COc1ccccc1S(=O)(=O)NCc1ccc(C(=O)NC2CCC(O)CC2)cc1 (stereo not drawn)
→ -2%[56.1 µM]	2%	·
- Cc1ccc(Nc2nc(-c3cccnc3)nc3ccccc23)cc1
→ ·	-9%	4%
- COc1ccc(OC)c(NC(=O)CSc2nnc(-c3ccncc3)s2)c1
→ 1%	-3%	2%
- CCC1=C2CC[C@H]3C(=O)N(c4ccccc4)C(=O)[C@H]3[C@H]2[C@@]2(Cc3ccccc3)C(=NCC3CC3)OC(=O)N2C1=O
→ 3%	·	21%
- O=C1COc2ccc(C(=O)C[n+]3cccc(O)c3)cc2N1
→ 6%	4%	-22%

2 records picked at random from those above, as already listed:
Values run as follows: TDP1 block	FEN1 inhibitor	N370S GC
- COc1ccc(OC)c(-c2noc(N3CCN(c4cccc(C)c4C)CC3)n2)c1
→ -5%	11%	·
- C=CCSc1nc2c(cnn2-c2ccc(C)c(C)c2)c(=O)[nH]1
→ -4%	-4%	0%

The listing continues.
Values run as follows: TDP1 block	FEN1 inhibitor	N370S GC
- COc1ccccc1OCCSc1ncnc2nc[nH]c12
→ 0%	1%	5%
- CCC(C)c1ccc(OCCN2CCCC2)cc1 (stereo not drawn)
→ 0%	5%	-2%
- CCC(C)(C)n1nnnc1C(c1ccncc1)N1CCC(C)CC1 (stereo not drawn)
→ 1%	11%	0%
- CN1CCN(c2ccc(Cl)cc2NC(=O)C2COc3ccccc3O2)CC1 (stereo not drawn)
→ -6%	-9%	2%
- O=C(CN1CCN(c2ccc(Cl)cc2)CC1)c1ccc2c(c1)OCO2
→ 8%	8%	-15%
- S=C(Nc1ccccc1)Nc1cccc(Cl)c1Cl
→ 2%	-10%	5%
- Cc1[nH]c2ccccc2c1CC#N
→ ·	8%	0%
- O=C(c1cnn2c(C(F)F)cc(C3CC3)nc12)N1CCc2ccccc2C1
→ 5%	1%	?
- Fc1ccccc1/C=C1\CCCC2=C1NC(=S)NC2c1ccccc1F (stereo not drawn)
→ 8%	-16%	10%
- COc1ccc(S(=O)(=O)NCCSCc2cccc(C)c2)cc1Br
→ -4%	-14%	9%
- CCOc1ccc(N2C(=O)C3C(C2=O)C3(c2ccccc2)c2ccccc2)cc1 (stereo not drawn)
→ 0%	3%	4%
- O=C(CCc1ccc(S(=O)(=O)N2CCOCC2)cc1)OCc1nc2ccccc2s1
→ 0%	3%	10%
- COc1cccc(-n2c(=O)c3c(C)c(C(=O)N(C)C)sc3n(Cc3cccc(C)c3)c2=O)c1
→ 3%	18%	·
- O=c1ccc(C(F)(F)F)cn1Cc1cc(=O)n2ccsc2n1
→ -3%	-4%	1%
- Cc1cc(-c2n[nH]c(=S)n2/N=C/c2ccccc2[N+](=O)[O-])n[nH]1
→ 0%	-13%	2%
- COC(=O)c1ccc(/C=N/Nc2nc(-c3ccc(C)cc3)cs2)cc1
→ 7%	3%	-6%
- CCC1=NN2C(=N)/C(=C\c3cccn3-c3ccc(C)c(C)c3)C(=O)N=C2S1
→ 5%	-8%	?
- Cc1ccc(SCC(=O)NCc2cccnc2)cc1
→ 0%	-1%	·
- COc1ccc(NC(=O)CSc2nc(NS(=O)(=O)c3ccccc3)cc(=O)[nH]2)cc1
→ ·	56µM*	-8%
- O=C(NCc1ccccc1)N1CCNCC1
→ ·	5%	0%
- COc1ccccc1/C=C/c1nc(C#N)c(N2CCN(c3ccccc3)CC2)o1
→ 5%	14%	·
- O=C(Cn1nc(Cc2ccncc2)c2ccccc2c1=O)N1CCc2ccccc2C1
→ 7%	2%	4%
- COc1ccc(/C=C/CN2CCC(n3nccc3NC(=O)C3CC3)CC2)cc1
→ 2%	16%	-2%
- COc1cccc(OCC(=O)N2CCCc3ccccc32)c1
→ ·	-3%	2%
- C#CCOCCOCCOCCNc1nc(N2CCN(C(=O)CCCCCCCCCCNC(=O)[C@@H](CCSC)n3cc(CCO)nn3)CC2)nc(N2CCN(C(=O)CCCCCCCCCCNC(=O)[C@H]([C@@H](C)CC)n3cc(CCCCN=C(N)N)nn3)CC2)n1
→ 13%	22µM*	?
- CCOc1ccc(CNS(=O)(=O)c2ccc3c(c2)CCCN3C(C)=O)cc1
→ 8%	-2%	·
- O=C(Cn1ncc2c1-c1ccccc1OC2)N1CCc2ccccc21
→ 8%	-14%	-6%
- O=C(NCc1ccc(F)cc1F)Nc1cnccc1C(F)(F)F
→ ·	-3%	-16%
- CCC(C)C(=O)OC1CC(O)C=C2C=CC(C)C(CCC(O)CC(O)CC(=O)O)C21 (stereo not drawn)
→ 8%[56.1 µM]	·	5%
- CC1=NOC(=O)/C1=C\c1ccc(-c2cc(Cl)ccc2Cl)o1
→ ·	2%	-1%
- CC1CCC(NC(=O)CCNS(=O)(=O)c2ccc3c(c2)CCC(=O)N3)CC1 (stereo not drawn)
→ 3%	-4%	-1%
- Cc1ccc2ccc3cc(C(=O)N4CCN(c5ccccc5F)CC4)nc3c2[nH]1
→ 1%	7%	·
- C[C@H]1Cc2c(COc3ccccc3)nc3c(c2CO1)CN(C(=O)Cc1cccs1)CC3
→ 6%[12.3 µM]	·	7%[12.8 µM]
- COc1ccc(NS(=O)(=O)c2cccc(C(=O)NCC(c3ccc(F)cc3)N3CCOCC3)c2)cc1 (stereo not drawn)
→ 3%	-6%	?
- O=C1c2ccccc2N2C(=O)c3ccccc3[C@H]2N1c1ccccc1
→ -1%	6%	25%
- Cc1cc(Br)ccc1NC(=O)CCNS(=O)(=O)c1cccc2nonc12
→ 9%	-2%	·
- Cc1ccc(OCC(=O)N/N=C/c2cc([N+](=O)[O-])ccc2N2CCCCC2)cc1
→ -2%	-1%	3%
- Cc1cccc(NC(=O)CNC(=O)CSc2ncccn2)c1C
→ 2%	4%	·
- CCOc1cc(S(=O)(=O)NC2CCCCCC2)ccc1F
→ -13%	-6%	-7%
- CCCC12CN3CC(C)(CN(C1)C3c1ccccc1Cl)C2=O (stereo not drawn)
→ -1%	14%	·
- O=S(=O)(Nc1cc(F)ccc1F)c1cccc2nsnc12
→ -6%	-7%	-15%
- COC(=O)CNC(=O)CSc1nc2c(sc(=S)n2-c2ccccc2)c(=O)[nH]1
→ ·	-2%	-7%
- CCC1CCCCN1C(=O)COC(=O)c1cc(Br)ccc1Cl (stereo not drawn)
→ 0%	-13%	-4%
- COc1ccc(Cl)cc1NC(=O)COC(=O)c1cc(C)oc1C
→ -1%	5%	·
- O=C(c1ccccc1Cl)N1CCCCC1CCN1CCOCC1 (stereo not drawn)
→ 5%	1%	·
- Cn1cnnc1SCC(=O)N(Cc1ccc2c(c1)OCO2)C1(C(=O)NC2CCCCC2)CCCC1
→ 7%	0%	-11%
- CSC1=NC(NCCCO)c2c(sc3c2CC(C)(C)OC3)N1 (stereo not drawn)
→ 6%	5%	9%
- COc1cc(OC)cc(C(=O)NC2CCN(Cc3nnnn3Cc3ccc(F)cc3)CC2)c1
→ 0%	13%	-8%
- CN(C)S(=O)(=O)Nc1ccc(-c2cn3ccsc3n2)cc1
→ 3%	-8%	·
- O=C(Oc1ccc(Br)cc1)c1n[nH]c(=O)c2ccccc12
→ 0%	35%[activator]	-7%
- CSCC[C@@H](C(=O)Nc1ccc2c(c1)OCCO2)N1Cc2ccccc2C1=O
→ 7%	2%	18%
- COc1ccc(N2CCN(C(=O)c3ccc(OCC4CCCO4)cc3)CC2)cc1 (stereo not drawn)
→ 6%	-5%	-19%
- O=C1CCCc2nc(N3CCCCC3)sc21
→ 0%	5%	0%
- N#Cc1ccc(NC(=O)C2CC(c3ccc(F)cc3)=NO2)cc1 (stereo not drawn)
→ 3%	5%	-7%
- Cc1cc(NC(=O)c2ccc(Cl)cc2)c(C(C)C)cc1O
→ 0%	6%	-10%
- FC(F)(F)c1ccc2c(c1)C1C=CCC1C(c1ccncc1)N2 (stereo not drawn)
→ 1%	-12%	-30%
- CCCCSc1[nH]c(=O)c(C(=O)OCC)cc1C#N
→ 5%	-11%	7%
- CCOC(=O)Cc1csc(NC(=O)c2ccncc2)n1
→ 3%	4%	1%
- CCC(CC)C(=O)Nc1cccc(C(=O)NCCc2ccccc2)c1
→ -2%	-7%	-1%
- CSc1nnc(-c2ccc(S(=O)(=O)N3CCCCC3)cc2)o1
→ 3%	-1%	0%
- O=C1/C(=C/c2cccc(F)c2)SC(=S)N1NS(=O)(=O)c1ccccc1
→ ·	-20%	-15%

Structural class, the compounds so far containing an NH in an aromatic ring.
Values run as follows: TDP1 block	FEN1 inhibitor	N370S GC
- Cc1ccc(-n2c(C)nnc2SCC(=O)N(C)c2c(N)n(Cc3ccccc3)c(=O)[nH]c2=O)cc1
→ 1%	-12%	·
- CCCSc1nnc(-c2c[nH]c3ccccc23)n1C
→ 5%	-2%	0%
- C=CCSc1nc2c(cnn2-c2ccc(C)c(C)c2)c(=O)[nH]1
→ -4%	-4%	0%
- Cc1cccc(NC(=S)N(Cc2cccs2)Cc2cc3cc(C)ccc3[nH]c2=O)c1
→ 3%	-3%	-7%
- COc1ccccc1OCCSc1ncnc2nc[nH]c12
→ 0%	1%	5%
- Cc1[nH]c2ccccc2c1CC#N
→ ·	8%	0%
- Cc1cc(-c2n[nH]c(=S)n2/N=C/c2ccccc2[N+](=O)[O-])n[nH]1
→ 0%	-13%	2%
- COc1ccc(NC(=O)CSc2nc(NS(=O)(=O)c3ccccc3)cc(=O)[nH]2)cc1
→ ·	56µM*	-8%
- Cc1ccc2ccc3cc(C(=O)N4CCN(c5ccccc5F)CC4)nc3c2[nH]1
→ 1%	7%	·
- COC(=O)CNC(=O)CSc1nc2c(sc(=S)n2-c2ccccc2)c(=O)[nH]1
→ ·	-2%	-7%
- O=C(Oc1ccc(Br)cc1)c1n[nH]c(=O)c2ccccc12
→ 0%	35%[activator]	-7%
- CCCCSc1[nH]c(=O)c(C(=O)OCC)cc1C#N
→ 5%	-11%	7%

Screening results as filed in PubChem.

Compounds were not picked by outcome; about 0.57% have a hit in one of these screens.
